ERK EGF block = inhibitors of EGF-stimulated ERK signaling pathway. HEK293-V1b, EGF-stimulated phospho-ERK AlphaScreen. Potency, µM (titrated, usually from 11.5 µM), for inactives: at the highest dose activity change, negative = inhibition, most hits filed as inhibitors. 130,000 tested, 0.41% active. AID 1454; active = well fitted inhibition curve with a large enough effect; inconclusive = small, poorly fitted or top-dose-only effect, or effect the other way;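 note: plate controls were stimulated vehicle wells for no effect and unstimulated vehicle basal for full effect; nearly all actives have a fitted effect of over 55% in size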
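Concentration-response of compounds against EGF-driven ERK phosphorylation in V1b-expressing HEK293 cells; 30 min preincubation, 5 min EGF, AlphaScreen detection; Normalized to DMSO basal and 25 nM EGF.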
* marks the source's active call; other numbers are inactive results; ? = inconclusive; [ ] = dose if it differs, or a comment. Potency is the fitted concentration of half-maximal effect. An excerpt. The share of hits here may be higher or lower than overall.

SMILES | ERK EGF block
Cc1cc(NC(=O)CC(CN(C)S(=O)(=O)c2ccccc2)c2ccccc2)no1 (stereo not drawn) | -5%
Cc1cc(C)nc(NC(=O)c2ccc([N+](=O)[O-])o2)n1 | -2%
CN(C(=O)CCn1c(=S)oc2ccccc21)C1CCCCC1 | 11%[57.5 µM]
C=CCNCC(=O)N1N=C(c2ccc3ccccc3c2)CC1c1ccc(OC)cc1 (stereo not drawn) | -11%
O=C(c1cc(C(F)(F)F)cc(C(F)(F)F)c1)N1CCC2(CCN(Cc3ccccc3)CC2)CC1 | 7%
C=C(C)CCOC(=O)C(CC(=O)O)NCc1ccco1 (stereo not drawn) | -5%[57.5 µM]
N#C/C(N)=C(/C#N)N=Cc1cccc(Cl)c1 | -2%[57.5 µM]
COc1ccc(-c2cc(C(F)(F)F)n3nc(C(=O)Nc4c(C)n(C)n(-c5ccccc5)c4=O)c(Cl)c3n2)cc1 | 4%
CC1(C)CC(=O)C2=C(C1)OC(N)=C([N+](=O)[O-])C2c1ccc(F)cc1 (stereo not drawn) | 12%[57.5 µM]
CCOC(=O)CC(NC(=O)c1ccc(C)cc1)c1ccc(OC)cc1 (stereo not drawn) | 4%

Look-ups from the list.
ERK EGF block with N#C/C(N)=C(/C#N)N=Cc1cccc(Cl)c1 : -2%[57.5 µM]
ERK EGF block with Cc1cc(NC(=O)CC(CN(C)S(=O)(=O)c2ccccc2)c2ccccc2)no1 (stereo not drawn) : -5%

Additional results:
SMILES | ERK EGF block
COc1ccc(-c2csc(NC(=O)Cc3cccc4ccccc34)c2C(=O)O)cc1 | -2%
Cc1ccccc1NC(=O)c1cccc(S(C)(=O)=O)c1 | -5%
COc1ccc(N2CCC(CNC(=S)Nc3ccc(C)cc3C)C2)cc1 (stereo not drawn) | 14µM*
O=C(NCc1ccccc1)c1onc(CSc2ccccc2)c1C(=O)NCC1CC1 | 9%[57.5 µM]
CCCc1nn2c(=O)cc(O)nc2s1 | 1%
Cc1ccn2c(Nc3ccccc3C)c(-c3cccnc3)nc2c1 | -5%
CC1(C)CC(=O)C2=C(C1)N(CCN1CCOCC1)C1=C(C(=O)CC(C)(C)C1)C2c1ccc(Cl)c([N+](=O)[O-])c1 | 2%
Nn1c(SCc2ccc(F)cc2)nnc1-c1cccnc1 | 2%[57.5 µM]
COCCN(C(=O)CSc1nnc(C)n1-c1ccccc1)c1c(N)n(Cc2ccccc2)c(=O)[nH]c1=O | 17%
CCOCC(O)CNC(=O)c1ccc(OC2CCN(C(=O)c3cccnc3)CC2)cc1 (stereo not drawn) | -6%[57.5 µM]
COc1ccc(OCCC(=O)OCC(=O)NCc2ccc(F)cc2)cc1 | -6%
Cc1ccc(NC(=O)c2ccc(Cn3cc(Br)cn3)o2)cc1 | -2%
CC(=O)Nc1nc(C)c(-c2csc(Nc3ccc(S(N)(=O)=O)cc3)n2)s1 | 7%[57.5 µM]
O=C(COc1ccccc1[N+](=O)[O-])N/N=C/c1cccc(OC(=O)c2ccc3c(c2)OCO3)c1 | 7%
CCOc1ccc(-n2c(C)c(C(C)=O)c(C(C)=O)c2C)cc1 | 3%
Cc1cc(NC(=O)c2ccc(NC(=O)C3CC3)cc2)no1 | 0%
COc1ccc(-n2nc3c(c2NC(=O)c2ccc(S(=O)(=O)N4CCOCC4)cc2)CS(=O)C3)cc1 (stereo not drawn) | 6%
NC(=O)c1sc(=S)n2c1[nH]c(=O)c1sccc12 | 4%
CC1CCCCN1C(=O)C1CCCCN1S(=O)(=O)c1cccc([N+](=O)[O-])c1 (stereo not drawn) | ?
Cn1c(Cc2ccccc2)[n+](C)c2ccccc21 | -3%

Part of the list above, with each value named:
COc1ccc(OCCC(=O)OCC(=O)NCc2ccc(F)cc2)cc1
  ERK EGF block = -6%

Cc1ccc(NC(=O)c2ccc(Cn3cc(Br)cn3)o2)cc1
  ERK EGF block = -2%

CC(=O)Nc1nc(C)c(-c2csc(Nc3ccc(S(N)(=O)=O)cc3)n2)s1
  ERK EGF block = 7%[57.5 µM]

O=C(COc1ccccc1[N+](=O)[O-])N/N=C/c1cccc(OC(=O)c2ccc3c(c2)OCO3)c1
  ERK EGF block = 7%

More structures.
SMILES | ERK EGF block
O=C(NCC1CCCO1)C(c1ccc(F)cc1)N(C(=O)Cn1nnc(-c2ccc(F)cc2)n1)c1cccc(O)c1 (stereo not drawn) | -4%
CC(/C=N/NC(=O)Cn1nccc1C)=C\c1ccc(C(C)C)cc1 | 10%
COC(=O)c1sccc1NC(=O)COc1cccc(C)c1 | 4%[57.5 µM]
CCOc1ccccc1N1CCN(C(=O)c2c(-c3ccccc3Cl)noc2C)CC1 | 1%
CCCCCCCCCCCCC/C=C/[C@@H](O)[C@H](CO)NCCCCCCCC | -14%
COc1ccc(OC)c(-n2c(-c3cccc(S(=O)(=O)N(C)C)c3)n[nH]c2=S)c1 | -4%
O=C(O)c1ccc(NS(=O)(=O)c2ccc3c(c2)C(=O)c2cc(S(=O)(=O)Nc4ccc(C(=O)O)cc4)ccc2-3)cc1 | 4%
COC(=O)c1ccc(NC(=S)Nc2ccccn2)cc1 | -4%
Cc1nnc(SCCN2CCOCC2)n1C | 1%
CN(C(=O)COc1ccc(S(=O)(=O)N2CCOCC2)cc1[N+](=O)[O-])C1CCS(=O)(=O)C1 (stereo not drawn) | 2%[57.5 µM]
O=C(O)c1ccc2c(c1Nc1ccccc1)C(=O)c1ccccc1C2=O | 26%[57.5 µM]
Cc1cc(C)cc(OCC(=O)NNC(=O)CCN2C(=O)c3ccccc3C2=O)c1 | 4%
CCC(=O)Nc1ccc(Nc2nc(C)c([N+](=O)[O-])c(Nc3ccc(NC(=O)CC)cc3)n2)cc1 | -1%
Cc1ccc(CN(Cc2ccco2)S(=O)(=O)c2ccc(S(=O)(=O)NCC3CCCO3)cc2)cc1 (stereo not drawn) | 34%
Cc1ccc(Nc2nnc(SCC(=O)c3cc4ccccc4o3)s2)cc1C | 1%
OCCC1CN(Cc2ccon2)CCN1Cc1ccc(F)c(F)c1 (stereo not drawn) | -15%
CCOC(=O)C(c1ccccc1)C(Nc1ccccc1)c1ccccn1 (stereo not drawn) | -2%[57.5 µM]
Cc1ccc(N(C(=O)CCC(=O)Nc2cc(C)on2)C(C(=O)NC2CCCC2)c2ccccc2)cc1 (stereo not drawn) | -14%
CCn1c(SCC(=O)N2CCCC2)nnc1-c1ccc(N)cc1 | 25%
COc1ccc2c(C(=O)CN(C)C3CCCCC3)c[nH]c2c1 | 2%

Quoted at random: two records from the list
SMILES | ERK EGF block
COc1ccc(OC)c(-n2c(-c3cccc(S(=O)(=O)N(C)C)c3)n[nH]c2=S)c1 | -4%
COc1ccc(OCCC(=O)OCC(=O)NCc2ccc(F)cc2)cc1 | -6%

Other compounds follow.
SMILES | ERK EGF block
C=CCN(c1ccccc1C(=O)NCC(=O)O)S(=O)(=O)c1ccccc1C | -4%[57.5 µM]
CC(=O)c1cccc(NC(=S)NC(=O)c2ccccc2C)c1 | -6%
Cc1ccccc1CN1CCc2c(OCC(=O)N3CCCCC3)cccc2C1=O | 1%
O=C(Nc1cccc2c1N(C(=O)c1ccco1)CCC2)c1ccco1 | -4%[57.5 µM]
CCc1ccccc1NC(=O)COc1ccc2c(=O)c(Oc3cc(C)ccc3C)coc2c1 | 7%
CC(C1CC1)N(C(=O)c1ccccc1[N+](=O)[O-])c1ccccc1 (stereo not drawn) | -7%
CCNC(=O)NC(=O)C(C)OC(=O)C1CCN(S(=O)(=O)c2ccccc2C(=O)OC)CC1 (stereo not drawn) | -3%
Cc1ccc(NC(=O)/C=C/c2ccc(Cl)cc2)nc1 | -4%
O=Cc1ccc(-n2nncc2-c2ccc([N+](=O)[O-])cc2)cc1 | 0%
O=C(COC(=O)/C=C/c1cccc(Cl)c1)NCCC1=CCCCC1 | 0%

Part of the list above, as labelled records:
> O=Cc1ccc(-n2nncc2-c2ccc([N+](=O)[O-])cc2)cc1
- ERK EGF block: 0%
> O=C(COC(=O)/C=C/c1cccc(Cl)c1)NCCC1=CCCCC1
- ERK EGF block: 0%

(more compounds)
SMILES | ERK EGF block
O=C1C(NS(=O)(=O)c2cccs2)=C(N2CCOCC2)C(=O)c2ccccc21 | ?
CCc1ccc(C2=NN(CCC(=O)NC(C)c3ccc4c(c3)OCCO4)C(=O)CC2)cc1 (stereo not drawn) | 3%
O=C(O)CC1=C(Nc2ccccc2)C(=O)N(c2ccccc2)C1c1ccc(Cl)cc1 (stereo not drawn) | -1%[57.5 µM]
COc1ccc(CC(=O)Nc2ccc(-c3noc(-c4cc(OC)c(OC)c(OC)c4)n3)cc2)cc1 | 4%
O=C(CN(c1cccc(C(F)(F)F)c1)S(=O)(=O)c1ccc(Cl)c([N+](=O)[O-])c1)NCc1ccc(F)cc1 | -7%
CN(C)C(=O)c1ccc2c(c1)C1C3CCC(C3)C1C(c1ccccc1)N2 (stereo not drawn) | -12%
NC(=O)CC(NC(=O)c1ccc(Br)cc1)c1ccc(NCCc2ccc(F)cc2)c([N+](=O)[O-])c1 (stereo not drawn) | -7%[57.5 µM]
Cc1onc(-c2c(Cl)cccc2Cl)c1NC(=O)NNc1ccccn1 | -8%[57.5 µM]
O=C(c1ccc(-n2c(SCc3cc(F)ccc3F)nc3ccccc3c2=O)cc1)N1CCOCC1 | 4%
CCCC(=O)c1ccc(N2CCCC2)c(F)c1 | 5%
COCCNC(=O)CN(C(=O)c1ccc(N2CCCC2)nc1)c1ccccc1 | -3%
CN(C)S(=O)(=O)Oc1ccc(C(=O)Nc2ccc([N+](=O)[O-])cc2)cc1 | -12%
O=[N+]([O-])c1ccc2[nH]c3c(c2c1)CCCC3O (stereo not drawn) | -7%
Cc1cccc(NC(=O)NC(=O)c2ccccc2)n1 | 8%
C=CCN(CC=C)C(=S)NC(=O)/C=C/c1ccccc1 | 11%
COc1ccc(OC)c(N/C(C)=C/C(=O)c2ccccc2)c1 | ?
CNc1ccccc1C(C)(C)c1cc(-c2cccc(OC)c2)no1 | 10%
Cc1nn(-c2ccccc2)cc1C(=S)Nc1ccccc1 | 0%
CCOC(=O)C(C)Sc1nc2c(c(-c3cccs3)c1C#N)CCC2 (stereo not drawn) | ?
CSc1ccc(S(=O)(=O)N2CCCC2)cc1 | -9%
CN(/N=C/c1ccc2c(c1)OCO2)c1nc(N2CCOCC2)nc(N2CCOCC2)n1 | 2%[57.5 µM]
O=C(O)CCn1cc(C2CC(c3ccccc3)=NN2c2ccccc2)c(-c2ccccc2)n1 (stereo not drawn) | -7%
CC(=O)/C(=N/Nc1ccc(Br)cc1)N1CCCc2ccccc21 | -3%[57.5 µM]
Nc1nc2ccc(C(=O)NCCOC(=O)C3CCCCC3)cc2s1 | -9%
COc1cccc(C(C(=O)NC(C)(C)C)N(C(=O)CCC(=O)Nc2cc(C)on2)C(C)(C)C)c1OC (stereo not drawn) | -4%
CCOC(=O)c1nn(-c2ccc(OCC)cc2)c(C)c1C(C)=O | 13%
Cc1nc(N2CCOCC2)[nH]c(=O)c1C(O)C(Cl)(Cl)Cl (stereo not drawn) | -1%[57.5 µM]
COC(=O)[C@@]1(Cc2ccc(OC)cc2)[C@H]2c3cc(C(=O)N4CCCC4)n(Cc4ccc(C(F)(F)F)nc4)c3C[C@H]2CN1C(=O)c1ccccc1 | -13%
Cn1c(=O)c2ncn(CC(=O)Nc3nc(-c4ccc(Cl)cc4)cs3)c2n(C)c1=O | -5%
COCCNC(=O)C12CC3CC(CC(Cl)(C3)C1)C2 | -10%[57.5 µM]
CCCSc1nc2c(=O)[nH][nH]c(=O)c2n1Cc1ccccc1 | -2%
CC(C)NS(=O)(=O)c1ccc(OCC(=O)NC(C)c2ccccc2)cc1 (stereo not drawn) | -11%
Cc1cc(N2C(=O)C3C4CC(c5ccccc5)C(C4)C3C2=O)no1 (stereo not drawn) | -9%
Cc1c(Cl)cccc1-n1c(-c2cccnc2)n[nH]c1=S | 8%
CCOC(=O)C1CCN(C(=S)Nc2cccc(C)c2C)CC1 | 19%
Cc1cc(Cl)ccc1OCCCC(=O)NCc1ccncc1 | 23%
CCC(C)NC(=O)C(=O)NC1CCCC1 (stereo not drawn) | 6%
O=C1/C(=C/c2cccnc2)N=C2CCCCCN12 | -6%
O=C(O)COc1c(Cl)cc(/C=C2/NC(=O)NC2=O)cc1Br | 3%
Clc1ccc2nnc(Cl)n2n1 | 7%
Cc1ccc(NC(=O)C2CCN(S(=O)(=O)c3cnc[nH]3)CC2)cc1C | -9%
Cn1c(CCC(=O)OCC(=O)Nc2ccc(Oc3ccccc3)cc2)nc(=O)c2ccccc21 | -1%
COCCn1c(=O)c(-c2cn(C)c3ccccc23)nc2cnc(Oc3ccccc3)nc21 | ?
Cn1ncc(Br)c1C(=O)Nc1c(F)c(F)cc(F)c1F | 0%
COCc1nnc(NC(=O)c2ccc(OC)cc2OC)s1 | 4%
Cc1ccc(NC(=O)COc2ccc(/C(N)=N/O)cc2)cc1C | 5%
O=S(=O)(c1ccc(Cl)nc1)N1CCN(c2ncccn2)CC1 | 0%[57.5 µM]
Cc1nn(C(=O)c2ccc([N+](=O)[O-])cc2)c(C)c1Br | -11%[57.5 µM]
CCOC(=O)C(CC)Sc1nnc(COc2ccc(C)cc2)n1-c1ccccc1 (stereo not drawn) | 2%
O=[N+]([O-])c1ccc(C[n+]2cccc3c4ccccc4ccc32)cc1 | -11%
COC(=O)c1cccc(NS(=O)(=O)c2ccc(OC)cc2)c1C | 4%
COc1ccc(Cl)cc1NC(=O)C1COc2ccccc2O1 (stereo not drawn) | -6%
COc1cccc(/C=N/NC(=O)Cn2ccnc2C)c1 | -6%
